AmpC no deterg: qHTS Inhibitors of AmpC Beta-Lactamase (assay without detergent); 330,000 tested, 0.52% active; Potency, µM (top dose mostly 57.1 µM), inactives show at the highest dose activity change, negative = inhibition, actives largely listed as inhibitors; AID 485341, 2010; P00811; AmpC nitrocefin hydrolysis, absorbance 480 nm, 0.0001% Triton;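 further: potency means the concentration at half of the fitted maximal effect; plate controls were no compound for no effect and no enzyme for full effect; nearly all actives have a fitted effect of over 20% in size; some results filed as inactive show a strong effect at the top dose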
Target sequence (P00811 whole entry, looked up): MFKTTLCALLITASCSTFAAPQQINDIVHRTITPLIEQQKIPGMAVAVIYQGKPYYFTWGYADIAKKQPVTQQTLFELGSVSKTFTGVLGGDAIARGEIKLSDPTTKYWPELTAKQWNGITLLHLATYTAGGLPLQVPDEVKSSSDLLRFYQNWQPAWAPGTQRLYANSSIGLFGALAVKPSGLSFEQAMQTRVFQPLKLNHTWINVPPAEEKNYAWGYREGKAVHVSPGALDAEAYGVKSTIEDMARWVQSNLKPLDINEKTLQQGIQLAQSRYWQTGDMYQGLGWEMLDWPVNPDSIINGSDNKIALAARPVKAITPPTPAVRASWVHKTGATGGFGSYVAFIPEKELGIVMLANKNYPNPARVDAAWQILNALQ
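20 mM phosphate pH 7.0 + 0.01% (detergent screen) or 0.0001% Triton X-100; 5.3 nM AmpC reagent; cpd preinc 15 min RT; nitrocefin (800 uM stock) to start; A480 q20 s × 4 min; Activity was normalised to no-enzyme and no-compound control wells.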
HCV inhibitor: qHTS Assay for Inhibitors of Hepatitis C Virus (HCV); Huh7.5.1 HCVcc-Cre infection, luciferase reporter, 44 h; Potency, µM (highest dose often 41.8 µM), for inactives: top-dose activity change, negative = inhibition, usual class: inhibitors; 340,000 tested, 3.4% active; further: potency means the concentration at half of the fitted maximal effect
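Reporter virus HCVcc-Cre (~0.5 moi) infects cells exposed to compound; seeding density 1,000 cells/well with 4 h settling beforehand. Luminescence, 15 sec read, taken 44 h post-infection following a 15 min RT substrate incubation.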
HCMV antiviral: qHTS Assay for inhibitors of the human cytomegalovirus (HCMV) | 410,000 tested, 4.5% active | HFF cells, HCMV-luciferase reporter, 72 h; active compounds read low | AID 1259415, 2018 | activity change, negative = inhibition, % at 57.5 µM; in the data active means activity change below about -60%; inconclusive means no clear call, values can overlap the other calls; inactive means above about -39%
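Steps: HFFs plated, 16 h 37C; compounds added; HCMV-luciferase added to MOI 1 PFU/cell; 72 h 37C; OneGlo reagent, 5 min room temperature; luminescence read, normalized to controls.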
Sm TGR inh: qHTS Assay for the Inhibitors of Schistosoma Mansoni Peroxiredoxins. Schistosoma mansoni thioredoxin glutathione reductase (TGR), Q962Y6. purified TGR, DTNB reduction, TNB absorbance 405 nm. Potency, µM (highest dose often 114 µM), for inactives: at the highest dose activity change, negative = inhibition, actives largely listed as inhibitors. 360,000 tested, 3% active; further: potency means the concentration at half of the fitted maximal effect; nearly all actives have a fitted effect of over 60% in size
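Kinetic colorimetric format: TGR-catalysed, NADPH-driven DTNB reduction monitored via TNB absorbance. Enzyme dispensed at 20 nM; compound exposure 15 min at room temperature before reaction start.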
AmpC detergent: qHTS Inhibitors of AmpC Beta-Lactamase (assay with detergent); P00811; AmpC hydrolysis of nitrocefin, absorbance 480 nm, 0.01% Triton; Potency, µM (highest dose often 114 µM), for inactives: at the highest dose activity change, negative = inhibition, usual class: inhibitors; 370,000 tested, 0.041% active; AID 485294, 2010;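 further: potency means the concentration at half of the fitted maximal effect; 0% = no-compound wells and -100% = no-enzyme wells; nearly all actives have a fitted effect of over 25% in size; some results filed as inactive show a strong effect at the top dose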
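AmpC (5.3 nM in the dispensed reagent) in 20 mM phosphate pH 7.0 with 0.01% (detergent screen) or 0.0001% Triton X-100 was preincubated with compounds for 15 min at room temperature. Nitrocefin was then added from an 800 uM solution, and hydrolysis was followed at 480 nm.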
FBPA Giardia inh: qHTS Assay for Inhibitors of Fructose-1,6-bisphosphate Aldolase from Giardia Lamblia; purified Giardia FBPA; Potency, µM (series often up to 59.6 µM), for the others: at the top dose activity, negative = inhibition, hits mostly inhibitors; 290,000 tested, 0.71% active; AID 2451, 2010; further: potency means the concentration at half of the fitted maximal effect; nearly all actives have a fitted effect of over 55% in size
Target sequence (A8B2U2 whole entry, looked up): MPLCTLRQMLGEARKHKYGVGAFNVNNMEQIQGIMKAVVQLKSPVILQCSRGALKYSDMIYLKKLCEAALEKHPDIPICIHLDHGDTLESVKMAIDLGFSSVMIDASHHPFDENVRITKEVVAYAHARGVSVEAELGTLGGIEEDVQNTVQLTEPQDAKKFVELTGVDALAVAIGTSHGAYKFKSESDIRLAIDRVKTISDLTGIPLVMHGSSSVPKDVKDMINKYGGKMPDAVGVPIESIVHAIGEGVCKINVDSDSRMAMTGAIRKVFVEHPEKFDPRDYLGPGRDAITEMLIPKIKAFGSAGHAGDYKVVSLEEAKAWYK
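40 nM FBPA preincubated 10 min at RT with compound (up to 57.5 uM final), then substrate plus GAPDH/TPI/NAD/arsenate coupling and diaphorase/resazurin added. Fluorescence read after 20 min at RT, 525/598 nm.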
The depositor's hits bear a star; ? = inconclusive; . = not tested or not shown; & = joins results of further samples; [ ] = remark or other dose. Unless noted, the call rests on the fitted dose curve; in most records, active means well fitted curve in the direction sought with a large enough effect; inconclusive means small, poorly fitted or top-dose-only effect, or another doubt; inactive means no such curve, though single readings can be large; an effect the other way counts as inactive or inconclusive. Unless noted, on the % scale 0 is the no-effect control and ±100 the full control effect.

SMILES	AmpC no deterg	HCV inhibitor	HCMV antiviral	Sm TGR inh	AmpC detergent	FBPA Giardia inh
NC1=NC(c2ccc(Cl)cc2)N(c2ccc(S(N)(=O)=O)cc2)C(N)=N1 (stereo not drawn)	-18%	-3%	-2	3%	?	1%
Cc1ccc(S(=O)(=O)NC(=O)N(CCC#N)Cc2ccccc2)cc1	-18%	13%	-25	-19%	-10%	7%
Cc1cc(OCC(F)(F)C(F)(F)C(F)(F)C(F)(F)C(F)(F)C(F)F)nc(N)n1	71%[activator]	-2%	-1	?	-6%	-6%
Cn1c(SCC(=O)NC2CCS(=O)(=O)C2)nc2ccccc21 (stereo not drawn)	-7%	6%	37	.	.	.
Cc1ccc(-c2csc3ncnc(NS(=O)(=O)c4ccc(Cl)cc4)c23)cc1	-7%	28%	?	4%	-1%	-3%
Cc1ccccc1N1C(=O)C2ON(c3ccccc3)C(c3ccncc3)C2C1=O (stereo not drawn)	25%	14%	85	45µM*	?	6%
CC1(C)NC(=O)N(CCCCOc2ccc(Cl)cc2C=O)C1=O	-3%[2.29 µM]	-15%	-60*	-13%	-12%	-5%
O=c1cn[nH]c2ccccc12	0%	-12%	-17	3%	1%	-2%
COc1ccc(N2CCN(S(=O)(=O)c3ccc4c(c3)NC(=O)C(C)C(=O)N4)CC2)cc1 (stereo not drawn)	-13%	1%	-38	-1%	?	5%
COc1ccc(NC(=O)CN(C)Cc2cccs2)cc1Cl	0%	-19%	14	1%	?	11%
N#Cc1ccccc1CSc1nnc2ccc3ccccc3n12	.	.	4	1%	-4%	.
O=C(C1CCCN(c2ncnc3c2nc2n3CCCCC2)C1)N1CCN(c2ccc(F)cc2)CC1 (stereo not drawn)	185%[activator]	11µM*	-15	-12%	6%	-7%
O=C(Nc1cccc(NC(=O)c2cccs2)c1)c1cccnc1	-10%[11.4 µM]	-16%	12	3%	-14%	-19%
COC(=O)c1cccc(NC(=O)Nc2cc(C(=O)NCc3cccc(F)c3)ccc2N2CCCC2)c1	.	.	-6	-7%	-6%	.
Cc1ccn2c(=O)nc(SCC(=O)N3CCCCCC3)nc2c1	-14%	-11%	-3	-1%	-2%	.
CCN(/C(N)=N/c1nc(C)cc(C)n1)c1ccccc1	-14%	6%	1	3%	?	-26%
Nc1[nH]c(=S)[nH]c(=O)c1-c1ccccc1	-4%	6%	21	-25%	-9%	?
Cc1cc(Br)ccc1NC(=O)CN(C)C(=O)C1CSC2(C)CCC(=O)N12 (stereo not drawn)	23%	17%	13	-4%	-7%	.
O=C(CCNS(=O)(=O)c1ccc2c(c1)CCN2C(=O)C1CC1)N1CCN(c2ccccc2F)CC1	.	.	-14	-1%	-2%	.
O=C(CCSCCC(=O)NCCN1CCOCC1)NCCN1CCOCC1	-8%	18%	-19	-12%	?	-1%
COc1ccc(C2CC(=O)C(C=NCCO)=C(O)C2)cc1 (stereo not drawn)	4%	9%	22	3%	-2%	1%
Cc1nc(N)sc1-c1csc(Nc2ccccc2)n1	-18%	-7%	50	-13%	-12%	-23%
C=CCNC(=S)N1CCN(c2ncc3c(=O)c(C(=O)O)cn(CC)c3n2)CC1	-9%	3%	-25	-17%	-3%	-12%
O=C(CCCc1ccccc1)Nc1nncs1	-13%	4%	37	0%	-2%	0%
Cc1cccc(OCCn2c(SCC(N)=O)nc3ccccc32)c1	.	.	14	-1%	7%	.
The list continues.
SMILES	AmpC no deterg	HCV inhibitor	HCMV antiviral	Sm TGR inh	AmpC detergent	FBPA Giardia inh
CC(C)(C)c1ccc(C(=O)NCc2nnc(SCC(=O)N3CCCc4ccccc43)n2-c2ccccc2)cc1	-26%	?	-18	2%	-3%	-1%
Cc1ccc(CNC(=O)CN(c2cccc([N+](=O)[O-])c2)S(=O)(=O)c2ccccc2)cc1	-22%	-1%	7	-2%	-7%	2%
CCOc1ccc(C(=O)Nc2ccc3c(c2)C(=O)NC3=O)cc1	-4%	8%	-13	6%	?	-5%
CCOC(=O)C1CCCN(C(=O)c2cc3c(C)nc4ccccc4c3o2)C1 (stereo not drawn)	140%[activator]	?	26	-5%	-6%	7%
COc1cccc(OC)c1C(=O)Nc1ccc(NC(=O)c2ccco2)cc1	-18%	15%	.	5%	?	-6%
CCN(CC)c1ccc2c(Nc3ccccc3)c(C=O)c(=O)oc2c1	-13%	?	-33	-2%[57.1 µM]	1%	4%
CCOC(=O)C1CCN(S(=O)(=O)c2ccc(CNC(=O)c3ccccc3)s2)CC1	-11%	8%	16	-22%	-1%	1%
Cc1ccc(-c2cnc(NC(=O)CCC(=O)N(C)Cc3ccccc3)n2C)cc1	24%	-5%	-5	7%	3%	-13%
CCOC(=O)CN(c1cc([N+](=O)[O-])ccc1OC)S(C)(=O)=O	-16%	1%	-4	26%	-1%	14%
CC(NC(=O)/C(=C/c1ccc2c(c1)OCO2)NC(=O)c1cccc([N+](=O)[O-])c1)C(=O)O (stereo not drawn)	-10%	13%	-33	0%	-1%	15%
O=C(Nc1ccc(F)c(F)c1)C1CCN(S(=O)(=O)c2cccs2)CC1	-26%	?	-24	-1%	7%	.
COCC(C)NC(=O)CCSc1nc(-c2ccc(OC)cc2)cc(C(F)(F)F)n1 (stereo not drawn)	240%[activator]	?	-9	?	0%	-4%
Cc1nc(-c2ccccn2)sc1C(=O)O	-2%	10%	34	-9%	4%	-24%
O=C(C1=C[C@H](C2CC2)C[C@H](OCCCCO)O1)N1CCOCC1	8%	22%	0	-35%	-5%	-5%
Cc1ccc2oc(C(=O)Nc3nonc3C)c(C)c2c1	-25%	4%	-25	-9%	-13%	23%
O=C(CCSc1ccc(Cl)cc1)N1CCCCCC1	-3%	8%	46	-25%	1%	3%
COc1ccc(NC(=O)c2cccc(N3C(=O)C4C5C=CC(C6CC56)C4C3=O)c2)cc1 (stereo not drawn)	-36%	.	-8	0%	-9%	-6%
CCOC(=O)C1=C(C)NC(C)=C(C(=O)OCC)C1c1cc(N)ccc1OC(F)F	104%[activator]	9%&14%	17	-23%	5%	?
CCOC(=O)c1c(-c2ccccc2)csc1NC(=O)c1nc(SCC)ncc1Cl	.	.	6	-1%	11%	.
COc1cc(/C=N/NC(=O)c2ccc(=O)[nH]n2)ccc1O	-17%	20%	?	-2%	4%	-1%
COc1ccc(-n2ncc3c2CC(C)(C)CC3NC(=O)CSc2ccccn2)cc1 (stereo not drawn)	26%	-16%	?	-3%	-3%	0%
CC(C)(C)c1cc(NC(=O)CSc2nnc(NCc3ccccc3)s2)n(-c2ccccc2)n1	-16%	?	-27	-11%	0%	-7%
O=C(COc1ccccc1)Nn1c(-c2ccccc2)nc2ccccc2c1=O	-27%	36%[activator]	3	-1%	-2%	5%
CCOc1ccccc1OCC(=O)OCC(=O)c1c(C)[nH]c2ccccc12	27%	24%	-16	-16%	?	.
COCCNC(=O)c1ccc(N2CCCCC2)c(NS(=O)(=O)c2ccc(C)cc2)c1	112%[activator]	22%	16	-34%	-5%	?

Only Sm TGR inh, AmpC detergent and HCV inhibitor, for some of the entries so far:
| structure | Sm TGR inh | AmpC detergent | HCV inhibitor |
| --- | --- | --- | --- |
| CCOC(=O)C1CCCN(C(=O)c2cc3c(C)nc4ccccc4c3o2)C1 (stereo not drawn) | -5% | -6% | ? |
| COc1cccc(OC)c1C(=O)Nc1ccc(NC(=O)c2ccco2)cc1 | 5% | ? | 15% |
| CCN(CC)c1ccc2c(Nc3ccccc3)c(C=O)c(=O)oc2c1 | -2%[57.1 µM] | 1% | ? |

Ordered by length of the SMILES (smallest number first): 3 of the compounds above
SMILES	AmpC no deterg	HCV inhibitor	HCMV antiviral	Sm TGR inh	AmpC detergent	FBPA Giardia inh
O=c1cn[nH]c2ccccc12	0%	-12%	-17	3%	1%	-2%
O=C(CCCc1ccccc1)Nc1nncs1	-13%	4%	37	0%	-2%	0%
CCN(/C(N)=N/c1nc(C)cc(C)n1)c1ccccc1	-14%	6%	1	3%	?	-26%

Other structures.
SMILES	AmpC no deterg	HCV inhibitor	HCMV antiviral	Sm TGR inh	AmpC detergent	FBPA Giardia inh
Cc1ccccc1C(=O)Nc1ccccc1C(=O)NC1CC1	-7%	-13%	-8	0%	-2%	.
N#C/C(=C\c1cc2ccccc2nc1N1CCOCC1)C(=O)Nc1ccc(N2CCOCC2)cc1	-22%	-4%	?	2%	-15%	1%
COc1cc(C(=O)Nc2ccc(Cl)c(C(F)(F)F)c2)cc(OC)c1OC	63%[activator]	14µM*	-7	-2%	?	-1%
Cc1cc(OCC(=O)N2C[C@H]3C[C@@H](C2)c2cccc(=O)n2C3)c2c(C)c(C)c(=O)oc2c1	-3%	-2%	18	-19%	?	0%
CN(C)CCNC(=S)Nc1cccc(Cl)c1	-14%	1%	25	-27%	-7%	.
Cc1ccc2cc(C(c3nnnn3Cc3ccccc3)N3CCc4ccccc43)c(=O)[nH]c2c1C (stereo not drawn)	4%	7%	45	?	-1%	?
O=C(NC1CC(=O)N(c2ccc(Cl)cc2)C1)c1cc2ccccc2o1 (stereo not drawn)	.	.	26	8%	2%	.
O=C(NCCN1CCOCC1)c1ccc(CSc2nc3ccncc3n2Cc2ccc(F)cc2)cc1	100%[activator]	5%	-15	12%	-1%	2%
CC(=O)Nc1cc2c(cc1NC(=O)Cn1nc(-c3ccccc3)ccc1=O)OCCO2	6%	-12%	26	10%	3%	.
Cc1ccc(C)c(CSc2nnc(-c3ccccn3)n2N)c1	3%	1%	-27	-1%	3%	2%
O=C1/C(=C/c2ccc3c(c2)OCO3)N2CCC1CC2	-22%	11%	-28	-15%	-7%	6%
CCn1c(C)csc1=NC(=O)c1ccccc1O	28%	-25%	39	-2%	6%	-8%
Cc1ccc(-c2nc(NC(=O)c3cc(C(C)(C)C)nn3C)sc2C)cc1Cl	-24%	?	-61*	11%	-5%	-5%

2 consecutive records already listed:
SMILES	AmpC no deterg	HCV inhibitor	HCMV antiviral	Sm TGR inh	AmpC detergent	FBPA Giardia inh
CC(=O)Nc1cc2c(cc1NC(=O)Cn1nc(-c3ccccc3)ccc1=O)OCCO2	6%	-12%	26	10%	3%	.
Cc1ccc(C)c(CSc2nnc(-c3ccccn3)n2N)c1	3%	1%	-27	-1%	3%	2%

Screening results from PubChem.
